Compound activity from PubChem.
SENP8 block-1 – SENP8 protease inhibition; AID 2540; 330,000 compounds, 1.2% hits; purified SENP8, Z-RLRGG-aminoluciferin cleavage, luminescence; inhibition, % at 10 µM; in the data active means inhibition above about 50%
APOBEC3G inh – blocks human APOBEC3G single-stranded DNA deamination; inhibition, % at 20 µM; AID 493012; Q9HC16; recombinant A3G, ssDNA deamination FAM/TAMRA fluorescence; 330,000 compounds, 0.28% hits;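 active means inhibition of at least 40% at 20 µM, with no more than 30% in the related APOBEC3A deaminase screen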;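 further: plate controls were DMSO wells with A3G for no effect and wells lacking A3G enzyme for full effect; some compounds called inactive have numbers as strong as hits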
UBC13 polyUb – human UBC13 polyubiquitination inhibition; P61088; UBC13 polyubiquitin chain formation, TR-FRET; inhibition, % at 20 µM; 330,000 compounds, 0.47% hits; AID 485273; in the data active means inhibition above about 45%, passing the limit was not always enough; inconclusive means no clear call, values can overlap the other calls
Apaf-1 inh – human Apaf-1 inhibition | O14727 | reconstituted apoptosome caspase-3 activity, DEVD-Rh110 fluorescence | inhibition, % at 20 µM | 330,000 compounds, 0.71% hits; active means inhibition of at least 40% at 20 µM;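 further: plate controls were DMSO wells for no effect and DEVD-CHO caspase inhibitor wells for full effect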
Target sequence (O14727 whole entry, looked up): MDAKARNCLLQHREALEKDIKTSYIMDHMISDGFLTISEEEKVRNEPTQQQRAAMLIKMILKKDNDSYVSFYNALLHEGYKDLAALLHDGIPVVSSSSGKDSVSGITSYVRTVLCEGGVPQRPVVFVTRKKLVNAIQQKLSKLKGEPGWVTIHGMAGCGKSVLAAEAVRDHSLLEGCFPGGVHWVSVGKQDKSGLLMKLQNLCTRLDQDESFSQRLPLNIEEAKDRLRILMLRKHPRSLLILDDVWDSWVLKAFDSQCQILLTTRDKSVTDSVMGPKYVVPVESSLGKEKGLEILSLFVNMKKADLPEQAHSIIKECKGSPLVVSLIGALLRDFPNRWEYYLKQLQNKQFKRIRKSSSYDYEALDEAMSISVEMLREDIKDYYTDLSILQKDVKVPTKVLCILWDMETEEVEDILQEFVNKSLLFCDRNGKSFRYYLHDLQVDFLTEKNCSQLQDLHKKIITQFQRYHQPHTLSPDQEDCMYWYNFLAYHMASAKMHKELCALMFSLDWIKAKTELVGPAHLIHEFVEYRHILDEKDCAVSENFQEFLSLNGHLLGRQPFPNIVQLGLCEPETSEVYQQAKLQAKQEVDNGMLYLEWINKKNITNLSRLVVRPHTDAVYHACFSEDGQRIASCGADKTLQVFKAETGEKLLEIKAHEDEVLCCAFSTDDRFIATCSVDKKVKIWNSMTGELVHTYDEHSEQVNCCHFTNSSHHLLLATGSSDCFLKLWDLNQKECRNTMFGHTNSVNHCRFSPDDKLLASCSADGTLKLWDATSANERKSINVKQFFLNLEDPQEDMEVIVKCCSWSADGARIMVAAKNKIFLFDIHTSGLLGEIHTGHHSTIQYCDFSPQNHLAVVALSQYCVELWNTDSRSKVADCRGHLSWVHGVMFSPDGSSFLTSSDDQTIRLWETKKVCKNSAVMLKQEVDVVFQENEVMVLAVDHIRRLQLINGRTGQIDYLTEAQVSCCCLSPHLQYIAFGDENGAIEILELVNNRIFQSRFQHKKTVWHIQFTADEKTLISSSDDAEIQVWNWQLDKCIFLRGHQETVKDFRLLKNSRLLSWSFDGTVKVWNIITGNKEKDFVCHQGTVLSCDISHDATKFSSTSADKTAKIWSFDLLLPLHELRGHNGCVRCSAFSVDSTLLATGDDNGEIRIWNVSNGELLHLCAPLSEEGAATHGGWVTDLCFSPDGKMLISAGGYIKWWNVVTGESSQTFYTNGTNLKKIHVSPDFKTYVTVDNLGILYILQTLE
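System: reconstituted apoptosome with Apaf-1, cytochrome c, caspase-9, procaspase-3, dATP; Signal: Rh110 fluorescence intensity; Schedule: 30 min compound preincubation, 50 min activation, room temperature; Reagent: cytochrome c trigger plus (Z-DEVD)2-Rh110 caspase-3 substrate.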
SENP7 block – blocks the human protease SENP7. Q9BQF6. recombinant SENP7, Z-RLRGG-aminoluciferin luminescence, 40 min. inhibition, % at 5 µM. 330,000 compounds, 1.5% hits;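 active means inhibition above about 50% at the single test dose, limit read from the data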;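 further: plate controls were DMSO with enzyme for no effect and no enzyme buffer wells for full effect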
SENP1 inh – inhibitors of human SENP1 SUMO protease catalytic domain | recombinant SENP1 catalytic domain, CyPet-SUMO1-YPet FRET cleavage | inhibition, % at 10 µM | 360,000 compounds, 0.21% hits;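 active means inhibition at least 30% at 10 µM, raw YFP signal under a set limit, fluorescence ratio 0.5 to 1.5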;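 further: 0% = enzyme with DMSO and 100% = no enzyme wells; some results filed as inactive read as strong as hits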
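Assay system: hSENP1 catalytic domain, recombinant. Amount: SENP1 enzyme, 20 pM final. Schedule: 50 min reaction, RT, dark. Technique: FRET, CFP and YFP emission. Control set: no-enzyme wells low, DMSO-plus-enzyme wells high control.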
SENP6 inh – blocks the human protease SENP6; Q9GZR1; Recombinant SENP6 catalytic domain, aminoluciferin luminescence; inhibition, % at 10 µM; 330,000 compounds, 1.8% hits;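 active means inhibition above about 50% at the single tested dose, limit read from the data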;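 further: plate controls were DMSO wells with enzyme for no effect and DMSO wells lacking enzyme for full effect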
SENP8 block-2 – blocks human SENP8 cleavage of Nedd8 substrate | recombinant SENP8, Nedd8 substrate fluorescence | inhibition, % at 20 µM | 360,000 compounds, 0.64% hits | AID 602440; in the data active means inhibition mostly above about 40%, no sharp cut-off; inactive means mostly below about 27%
Numbers without * were called inactive; ? = inconclusive; · = no result given.

SMILES	SENP8 block-1	APOBEC3G inh	UBC13 polyUb	Apaf-1 inh	SENP7 block	SENP1 inh	SENP6 inh	SENP8 block-2
Cc1occc1C(=O)Nc1cccc(Cl)c1Cl	-18	-8	-2	8	23	0	17	7
COc1ccc(/C(=C\Nc2ccc(C)c(C)c2)C(C)=O)cc1OC	8	-6	-7	0	-8	-1	-9	-2
COc1ccc(Cl)cc1S(=O)(=O)N1CCCC(C(=O)NCc2ccncc2)C1 (stereo not drawn)	-8	-3	3	-3	2	-3	-11	4
O=C(OCc1nc(-c2ccccc2Cl)no1)c1ccco1	21	-2	8	-1	25	0	36	-2
Cc1c(Cl)c([N+](=O)[O-])nn1CC(=O)NC1CCCCC1	3	-4	4	-7	5	0	0	20
O=C(NCc1ccco1)/C(=C\c1cccs1)NC(=O)c1ccsc1	-5	1	-3	5	6	-2	10	6
O=c1oc2ccccc2n1CCn1c2ccccc2c2nc3ccccc3nc21	-6	-5	1	20	-12	-27	-30	-372
Cc1ccc2nc(SCc3cn4c(C)cc(C)nc4n3)[nH]c2c1	3	-4	6	-2	0	·	-5	·
Cc1ccccc1NC(=S)NC1CCN(Cc2ccccc2)CC1	2	-5	-6	5	7	0	-16	18
Cc1ccc(Sc2ccc(N)cn2)cc1	-6	-6	-2	0	5	-1	-11	-49
CCc1ccccc1NC(=O)C1C(c2ccccc2)C1(Cl)Cl (stereo not drawn)	2	-1	-2	13	-2	2	20	36
NC(=O)c1sc2nc(-c3ccccc3)ccc2c1N	20	8	-10	-7	11	-24	22	-289
O=C(c1ccc([N+](=O)[O-])s1)N1CCc2ccccc2C1	-2	-4	-11	-4	5	-3	7	18
Cc1ccc(C)c(CN2CCC(n3nccc3NC(=O)CCCc3ccccc3)CC2)c1	10	-1	4	13	-3	-1	-3	7
CCn1c(CC(=O)Nc2cccc(OC)c2)nnc1SCC(=O)N1CCN(c2ccccc2)CC1	-4	-3	6	-13	-5	1	6	0
CCOc1ccc(CN2CCN(Cc3cnc(N4CCOCC4)s3)CC2CCO)cc1 (stereo not drawn)	6	-5	20	-9	3	0	-2	8
CC(C)(C)OC(=O)n1cc(/C=N/NC(=O)c2ccco2)c2ccccc21	-1	-7	-10	13	12	-28	-23	-23
CCOC(=O)c1cnc2c(c(C)nn2C)c1Oc1ccc(OC)cc1	-8	-3	-6	-20	9	1	-12	19
OCc1nnc2c3ccccc3c(-c3ccccc3)nn12	-3	-4	1	3	-9	1	-18	1
Cc1ccc2cc(CN(CC(C)C)S(=O)(=O)c3ccccc3)c(=O)[nH]c2c1	-12	5	-8	12	-16	-16	1	-69
Cc1nc(N2CCN(c3ccccc3)CC2)nc2c1C(=O)CC(c1ccccc1)C2 (stereo not drawn)	5	-6	30	27	2	-20	0	-3
CCN(CC)C(=O)N1CCN(C(=O)N(CC)CC)CC1	-2	-4	-6	-11	4	1	4	0
Cc1ccc(NC(=O)Nc2ccc3c(c2)N(C)C(=O)CS3)cc1C	1	1	3	12	3	-1	-1	3
NC(=O)c1sc(=S)n2c1[nH]c(=O)c1sccc12	4	-2	-5	2	2	-37	-5	-9
Cc1ccc(C(=O)N2N=C(c3cccc(NS(C)(=O)=O)c3)CC2c2cccs2)cc1 (stereo not drawn)	6	-1	0	17	8	0	2	12
CN(C)C(CNC(=O)C1CCN(S(=O)(=O)c2ccc(Cl)cc2)CC1)c1ccccc1 (stereo not drawn)	-2	-5	13	5	2	0	-30	3
COc1ccc(/C(O)=C2/C(=O)C(=O)N(c3ccccn3)C2c2ccc(OC)cc2)cc1 (stereo not drawn)	-5	-7	-6	8	8	13	-1	-48
O=C(CCCCn1c(=S)[nH]c2ccsc2c1=O)NCc1ccc2c(c1)OCO2	-4	-2	?	-10	0	-2	-1	-4
O=C(CSc1nc2ccccc2[nH]1)N/N=C/C=C/c1ccccc1[N+](=O)[O-]	2	-3	25	11	2	1	15	11
Cc1cc(NC(=O)C(C)SCC(=O)OCC(=O)Nc2c(C)cccc2C(C)C)no1 (stereo not drawn)	-15	-8	-7	8	-4	1	-5	13

Of the compounds above, three have a nitro group on carbon.
SMILES	SENP8 block-1	APOBEC3G inh	UBC13 polyUb	Apaf-1 inh	SENP7 block	SENP1 inh	SENP6 inh	SENP8 block-2
Cc1c(Cl)c([N+](=O)[O-])nn1CC(=O)NC1CCCCC1	3	-4	4	-7	5	0	0	20
O=C(c1ccc([N+](=O)[O-])s1)N1CCc2ccccc2C1	-2	-4	-11	-4	5	-3	7	18
O=C(CSc1nc2ccccc2[nH]1)N/N=C/C=C/c1ccccc1[N+](=O)[O-]	2	-3	25	11	2	1	15	11

(cont.)
SMILES	SENP8 block-1	APOBEC3G inh	UBC13 polyUb	Apaf-1 inh	SENP7 block	SENP1 inh	SENP6 inh	SENP8 block-2
Cc1cc(C)c(C)c(S(=O)(=O)N2CCC(C(=O)Nc3ccccc3N3CCOCC3)CC2)c1C	-4	-3	-5	22	4	0	-20	10
COc1ccc(NC(=O)CN2CCC(NC(=O)c3ccco3)CC2)c([N+](=O)[O-])c1	-3	-2	-6	10	4	3	-12	17
COc1ccc(NS(=O)(=O)c2cc(NC(=O)CCNC(C)=O)ccc2N2CCCCC2)cc1	3	-4	12	4	9	2	-8	-5
O=C(Cn1ccc([N+](=O)[O-])n1)N1CCCc2ccccc21	-3	-2	-2	-7	-6	-1	-4	7
CCOC(=O)c1cc(NC(=O)CCC(=O)O)ccc1N1CCCCC1	-2	-1	-8	-21	10	1	-14	29
Cc1nc(Cl)c(C(=O)NCc2ccccc2)c(C)c1[N+](=O)[O-]	-1	-9	2	-2	-5	2	-20	12
COC(=O)C1=C[C@@H](C(=O)OC)[C@@H]2C3=C(C(=O)[C@]2(CC(C)C)NC(=O)c2ccccc2)[C@H](C)n2c(=O)n(-c4ccccc4)c(=O)n2[C@@H]3C1	-9	-9	-1	-7	5	-17	-2	13
O=C(Nc1ccc(Oc2ccsc2C(=O)O)cc1)c1ccccc1F	1	-7	4	1	4	2	0	13
Cc1cc(/C=N/NC(=O)Cn2c3ccccc3c(=O)c3ccccc32)c(C)n1-c1ccccc1	-2	-2	-5	6	-4	-45	14	-314
CNC(=O)NC(=O)COC(=O)c1cccc(S(=O)(=O)N2CC3(C)CC2CC(C)(C)C3)c1 (stereo not drawn)	-4	-7	-7	16	-6	1	-7	11
CC(=O)Nc1ccc(S(=O)(=O)Nc2cccc(NC(=O)C(C)(C)C)c2)cc1	-5	-7	-4	9	-4	-2	-4	12
Cc1cc(/C=C(\C#N)C(=O)OCC#N)c(C)n1CC(C)C	-5	-8	-2	0	5	-8	1	-59
Cc1nn(-c2ccccc2)c(Cl)c1C(=O)Nc1ccc(N2CCOCC2)cc1	-8	-10	2	0	1	3	1	6
Cc1nc(NC(C)C)c2cnn(CCc3ccccc3)c2n1	-10	-7	2	6	-7	-94	-8	3
O=C(NCCN1CCN(c2ccccc2F)CC1)C1CCCN(S(=O)(=O)c2cnc[nH]2)C1 (stereo not drawn)	6	-5	4	-8	1	3	-6	-3
Nc1nnc(SCC(=O)NC2CCCCC2)s1	5	-8	-1	-13	-9	2	-2	28
O=C(COC(=O)c1cc([N+](=O)[O-])ccc1NCCO)NCc1cccs1	-1	-6	1	-9	0	3	-2	11
Cc1ccc(C)c(NC(=O)C2CC(=O)N(C(C)C)C2)c1 (stereo not drawn)	7	-8	4	-4	-2	4	2	-3
CCCCCCNc1c(C(=O)OCC)c(=O)[nH]c2ccccc12	-9	-7	-3	20	-11	-2	-1	-12
CCOC(=O)c1oc2ccc(Br)cc2c1COC(=O)C1=COCCO1	1	-7	3	11	4	-1	-9	13
CN1CCN(C(=O)CN(C2CCCCC2)S(=O)(=O)c2ccc(Br)cc2)CC1	9	-8	2	6	0	0	7	0
CCC(=O)Nc1sc(Cc2ccc3c(c2)OCO3)c(C)c1C(N)=O	-2	15	4	1	-1	1	0	6
COCC(=O)Nc1ccc(N2CCN(c3ccccc3)CC2)c(F)c1	-9	-2	-1	7	10	1	0	10
COc1ccc(/C=C(/NC(=O)c2ccccc2OC)C(=O)Nc2ccc(C(=O)O)cc2)cc1	-2	4	4	0	-5	1	-7	-6
CCOc1cc(N2CCOCC2)c(OCC)cc1NC(=O)COC(=O)c1cccc2ccccc12	-9	-4	-5	11	-8	1	2	7
Cc1ccc(C)c(NC(=O)NCc2ccccn2)c1	-10	2	-8	7	-8	0	-11	3
CCN(c1ccccc1)S(=O)(=O)c1ccc2ccccc2c1	-11	-12	-4	21	-9	-1	-22	2
N#C/C(=C\c1ccc(Cl)c([N+](=O)[O-])c1)c1ccccn1	-7	-9	-8	8	-6	1	4	10
Cc1[nH]nc(N)c1-c1ccc(Cl)cc1	-2	-3	5	-8	-5	1	-2	6
Cc1ccc2c(c1)N(CC(=O)NC1CCCC1)C(=O)c1cccnc1O2	-5	-1	9	5	13	1	2	25
O=S(=O)(Nc1cccc2ccccc12)c1cccc2nonc12	-6	2	-15	-13	3	1	-14	7
Cc1ccccc1CNC(=O)C(=O)NCC1OCCCN1S(=O)(=O)c1cccs1 (stereo not drawn)	2	5	-2	6	-4	0	10	-3
O=[N+]([O-])c1ccc(N2CCN(S(=O)(=O)c3ccccc3)CC2)cc1NCc1ccco1	1	-4	-19	9	1	·	-6	·
Cc1cc(NC(c2cccnc2)c2c(C)[nH]c3ccccc23)no1 (stereo not drawn)	5	-5	-11	1	2	1	-12	17
O=C(CN1CCN(C(=O)CN2C(=O)NC3(CCCC3)C2=O)CC1)Nc1cccc(F)c1	-3	-5	-4	0	2	1	-6	6
Cc1cccc(NC(=O)CSc2nncn2-c2ccccn2)c1	0	-8	5	-14	3	1	-4	6

Compound profiles, as listed above. Values in the order: SENP8 block-1, APOBEC3G inh, UBC13 polyUb, Apaf-1 inh, SENP7 block, SENP1 inh, SENP6 inh, SENP8 block-2
O=C(CN1CCN(C(=O)CN2C(=O)NC3(CCCC3)C2=O)CC1)Nc1cccc(F)c1 reads -3, -5, -4, 0, 2, 1, -6, 6
Cc1cccc(NC(=O)CSc2nncn2-c2ccccn2)c1 reads 0, -8, 5, -14, 3, 1, -4, 6
